Screens deposited in PubChem BioAssay by National Center for Advancing Translational Sciences (NCATS).
Lamin A splicing – modulators of lamin A splicing; HeLa LMNA splicing GFP/RFP minigene ratio, 48 h; Potency, µM (top dose mostly 46.1 µM), inactives show top-dose ratio change, negative = inhibition, most hits filed as inhibitors; actives 0.01% (n = 200,000); active means well fitted inhibition curve with a large enough effect in the signal ratio, with a control signal flat, not every such curve was filed as active; inconclusive means small, poorly fitted or top-dose-only effect, or effect the other way, or a change in a side signal; the % refers to the signal ratio; further: potency means the concentration at half of the fitted maximal effect; on the % scale 0 is the no-effect control and ±100 the full control effect
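S3 HeLa stable clones carrying a lamin A-EGFP splicing minigene plus DsRed2 were seeded at 600 cells/well in Opti-MEM with 2% FBS, pin-dosed and incubated 48 h at 37°C. Acumen cytometry (488 nm) gave the GFP/RFP total-intensity ratio.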
HTT aggregate – mutant huntingtin aggregation inhibition | PC12 HttQ103-GFP aggregates, Acumen cytometry, 40 h | Potency, µM (highest dose often 46.1 µM), inactives show at the highest dose activity change, negative = inhibition, hits mostly inhibitors | actives 1.1% (n = 220,000); further: potency means the concentration at half of the fitted maximal effect; on the % scale 0 is the no-effect control and ±100 the full control effect; nearly all actives have a fitted effect of over 60% in size
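Multiplexed with ATP-based cell death, this channel scores GFP aggregates in PC12 cells expressing inducible HTTex1-Q103-GFP. Induction used 100 nM tebufenozide; compounds were tested in concentration series.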
SMN2 splice enh – increases expression of the SMN2 splice variant; HEK293 SMN2-luciferase splicing reporter, luminescence, 30-36 h; Potency, µM (top dose mostly 46.1 µM), without a hit: at the top dose activity change, positive = activation, hits mostly activators; actives 2.8% (n = 210,000); further: potency means the concentration at half of the fitted maximal effect; % of control where 0% means no effect; nearly all actives have a fitted effect of over 55% in size
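HEK293 cells carry an SMN2 […]–luciferase reporter in which exon 7 inclusion puts luciferase in frame. Cells were plated 10-12 h before compound addition, then incubated 30-36 h at 37C. ONE-Glo luminescence was read; sodium butyrate at 4.5 mM final served as control.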
HTT cytoprotect – Huntington cell model cytoprotection by ATP luminescence; PC12 HTT-Q103 induced, cytoprotection, ATP luminescence, 40 h; Potency, µM (series often up to 56.4 µM), inactives show cytoprotection (ATP increase), most hits filed as activators; actives 0.14% (n = 230,000);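 further: potency means the concentration at half of the fitted maximal effect; % of control where 0% means no effect; nearly all actives have a fitted effect of over 45% in size; toxic huntingtin expression switched on by the ecdysone agonist tebufenozide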
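Stable PC12 Q103-GFP cells in serum-supplemented, phenol red-free DMEM; induction by tebufenozide at 100 nM final; compound dose series; cell viability quantified luminescently from ATP.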
KinaseGlo FLuc – counter-screen: inhibitors of Kinase-Glo firefly luciferase; Kinase-Glo luciferase, ATP luminescence, 8 min; AID 1379; actives 0.28% (n = 200,000); Q27757; Potency, µM (series often up to 38.3 µM), for inactives: at the top dose activity change, negative = inhibition, usual class: inhibitors; further: potency means the concentration at half of the fitted maximal effect; on the % scale 0 is the no-effect control and ±100 the full control effect; nearly all actives have a fitted effect of over 60% in size
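Kinase-Glo luciferase light output from ATP and luciferin was measured with 10 uM ATP, within the enzyme's linear range. Buffer: 50 mM imidazole pH 7.2, 50 mM KCl, 7 mM MgCl2, 0.01% Tween 20, 0.05% BSA; luminescence read after 8 min at ambient temperature.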
CBFb-RUNX1 inh – blocks binding between human CBF-beta and RUNX1. AlphaScreen CBFb-His/RUNX1-biotin binding, biochemical. Potency, µM (doses to about 59.8 µM), without a hit: top-dose activity, negative = inhibition, actives largely listed as inhibitors. 230,000 tested, under 10 active. AID 1477; further: % of control where 0% means no effect
Target sequence (Q01196 whole entry, looked up): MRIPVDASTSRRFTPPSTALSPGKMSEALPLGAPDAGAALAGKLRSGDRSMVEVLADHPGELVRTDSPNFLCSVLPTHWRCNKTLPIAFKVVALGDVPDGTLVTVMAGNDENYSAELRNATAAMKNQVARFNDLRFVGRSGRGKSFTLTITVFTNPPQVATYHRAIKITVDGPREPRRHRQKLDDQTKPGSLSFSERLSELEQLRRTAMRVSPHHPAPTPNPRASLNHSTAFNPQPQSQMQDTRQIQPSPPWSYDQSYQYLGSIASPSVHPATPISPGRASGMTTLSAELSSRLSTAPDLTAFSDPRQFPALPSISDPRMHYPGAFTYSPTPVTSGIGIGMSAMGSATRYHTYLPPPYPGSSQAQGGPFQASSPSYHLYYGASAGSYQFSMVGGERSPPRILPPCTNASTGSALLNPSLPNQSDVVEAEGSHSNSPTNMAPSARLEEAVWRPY
Target sequence (Q13951 whole entry, looked up): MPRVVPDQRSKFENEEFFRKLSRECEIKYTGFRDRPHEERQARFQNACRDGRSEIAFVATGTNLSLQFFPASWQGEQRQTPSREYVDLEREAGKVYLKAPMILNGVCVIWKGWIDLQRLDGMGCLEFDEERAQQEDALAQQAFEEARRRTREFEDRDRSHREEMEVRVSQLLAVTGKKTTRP
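Proteins preincubated together for 20 min at RT before compound addition; 15 min later, nickel and streptavidin beads were added and left 90 min prior to AlphaScreen measurement.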
IMPase Li inh – IMPase inhibition in cells with lithium potentiation. CHO-M1 cells, IP1 TR-FRET (IP-One), carbachol + lithium. Potency, µM (series often up to 59.4 µM), inactives show at the top dose activity, negative = IMPase inhibition, usual class: inhibitors. actives 0.35% (n = 210,000);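 further: IP1 builds up when IMPase is blocked and the TR-FRET signal falls; potency means the concentration at half of the fitted maximal effect; plate controls were basal vehicle for no effect and high inhibitor control for full effect; nearly all actives have a fitted effect of over 50% in size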
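Steps: plate 2000 CHO-M1 cells per well and culture 16–30 h; add compound and lithium; incubate 30 min, 37C; add d2-IP1 tracer and Eu cryptate anti-IP1 antibody in lysis buffer; read after 10 min at room temperature.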
Active calls of the source: *; u = inconclusive; x = no result given; & = joins results of further samples; [ ] = remark or other dose. Unless noted, the call rests on the fitted dose curve; in most records, active means well fitted curve in the direction sought with a large enough effect; inconclusive means small, poorly fitted or top-dose-only effect, or another doubt; inactive means no such curve, though single readings can be large; an effect the other way counts as inactive or inconclusive.

1	COc1ccc(CCNC(=O)Cn2c(=O)n(CC3CCCO3)c(=O)c3ccccc32)cc1OC (stereo not given)
2	Fc1ccc(-c2nc3c(-c4ccccc4)cnn3cc2CCN2CCOCC2)cc1
3	Cc1ccc(SC[C@H](Cc2ccccc2)N2CCN(CCc3ccccc3)CCC2=O)cc1
4	CN(C)C(=O)n1nnnc1Cc1ccc(-c2ccccc2)cc1
5	O=C(O)Cc1ccc(OCc2ccc(Cl)nc2)cc1
6	O=C(NC1CCCCCC1)c1cc(S(=O)(=O)N2CCOCC2)ccc1N1CCCCC1

Compound	1	2	3	4	5	6
HTT aggregate	10%	15%	-26%[9.22 µM]	x	-3%	u
HTT cytoprotect	16%	-52%[inhibitor]	-2%[10 µM]	-310%[inhibitor]	5%	14%[10 µM]
SMN2 splice enh	8%	x	x	x	-3%	-28%
CBFb-RUNX1 inh	12%	9%	3%	13%	15%	u
KinaseGlo FLuc	0%	4%	x	3%[39.9 µM]	2%	0%
Lamin A splicing	x	x	x	x	-1%[46 µM]	u
IMPase Li inh	2%	11%	x	12%	-8%	17%[38.3 µM]

7	Cc1ccccc1NC(=O)N1CCc2ccccc2C1
8	COC(=O)N/N=C/c1ccc(-c2ccc(C)c(Cl)c2)o1
9	CC1=CC(C)(C)N2C(=O)C3(SCC(=O)N3c3ccc(O)cc3)c3cc(C)cc1c32 (stereo not given)
10	O/N=C/c1cn(-c2ccc(Cl)cc2)nn1
11	Cc1ccc2oc(=O)c(/C=C(\O)c3ccco3)nc2c1
12	CC(C)(C)OC(=O)N1CCC[C@H]1c1nnc(SCc2ccccc2F)o1

Compound	7	8	9	10	11	12
HTT aggregate	4%	11%	5%	-5%	u	-5%
HTT cytoprotect	-21%	u	-4%[0.074 µM]	-50%[inhibitor]	22%[10 µM]	-5%[0.074 µM]
SMN2 splice enh	u	-7%	6%	25%	x	0%
CBFb-RUNX1 inh	5%	-5%	-9%	-5%	7%	2%
KinaseGlo FLuc	-1%	4%	-4%	-1%	x	-6%
Lamin A splicing	5%[46 µM]	-7%	1%	x	x	9%
IMPase Li inh	-4%	-9%	18%[38.3 µM]	11%	x	-1%[38.3 µM]

One compound at a time, as listed above. Order of values: HTT aggregate, HTT cytoprotect, SMN2 splice enh, CBFb-RUNX1 inh, KinaseGlo FLuc, Lamin A splicing, IMPase Li inh
O/N=C/c1cn(-c2ccc(Cl)cc2)nn1 in the list: -5%, -50%[inhibitor], 25%, -5%, -1%, x, 11%
Cc1ccc2oc(=O)c(/C=C(\O)c3ccco3)nc2c1 in the list: u, 22%[10 µM], x, 7%, x, x, x
COC(=O)N/N=C/c1ccc(-c2ccc(C)c(Cl)c2)o1 in the list: 11%, u, -7%, -5%, 4%, -7%, -9%

Additional results
13	C=CCNC(=S)Nc1ccc(OC)c(S(=O)(=O)N2CCOCC2)c1
14	Cc1cc(C=O)c(C)n1-c1cc(C(=O)O)cc(C(=O)O)c1
15	COC(=O)c1cc(C(=O)N2CCOCC2)cc([N+](=O)[O-])c1
16	Cc1ccc(-c2cc(-c3ccc(Cl)cc3)c(C#N)c(N)n2)o1
17	CC(=O)c1c(C)[nH]c(C(=O)Nc2ccc(Cl)c(S(=O)(=O)N(C)C)c2)c1C
18	C/C(Cn1nnc([N+](=O)[O-])n1)=N\NC(=O)c1ccc(C)cc1

Compound	13	14	15	16	17	18
HTT aggregate	-9%	u	-17%	16%	4%	-12%
HTT cytoprotect	13%	-19%	-22%	-8%[0.074 µM]	-31%[inhibitor]	x
SMN2 splice enh	3%	3%	3%	-17%	11µM*	-35%[inhibitor]
CBFb-RUNX1 inh	1%	-1%	-1%	4%	-14%	9%
KinaseGlo FLuc	-3%	0%	-2%	1%	-1%	-9%
Lamin A splicing	-14%[46 µM]	-23%[46 µM]	x	6%	u	u
IMPase Li inh	-7%	-12%	-1%	0%[38.3 µM]	6%	-1%

An excerpt from above in order of their number in IMPase Li inh, highest first.
entry	canonical_smiles	SMN2 splice enh	CBFb-RUNX1 inh	IMPase Li inh
18	C/C(Cn1nnc([N+](=O)[O-])n1)=N\NC(=O)c1ccc(C)cc1	-35%[inhibitor]	9%	-1%
13	C=CCNC(=S)Nc1ccc(OC)c(S(=O)(=O)N2CCOCC2)c1	3%	1%	-7%
14	Cc1cc(C=O)c(C)n1-c1cc(C(=O)O)cc(C(=O)O)c1	3%	-1%	-12%

Continuation:
19	CN(CCc1ccccn1)C(=S)Nc1ccc(Cl)cc1Cl
20	COc1ccc(Cl)cc1NC(=O)CCn1cnc2ccccc2c1=O
21	O=C(CN1CCC(NC(=O)c2ccc(F)cc2)CC1)NCc1ccccc1F
22	Cc1cc(C)n(C(=O)COc2ccccc2C)n1
23	Cc1c(N(C)CS(=O)(=O)O)c(=O)n(-c2ccccc2)n1C
24	COc1ccc(C(=O)N2CCCC(c3nc(-c4cccs4)no3)C2)cc1OC (stereo not given)

Compound	19	20	21	22	23	24
HTT aggregate	24%	3%	-4%	28%	0%[20.6 µM]	-7%
HTT cytoprotect	x	16%	16%[10 µM]	37%[10 µM]	-40%[inhibitor]	1%
SMN2 splice enh	24%	-10%	3%	-13%	-7%	-14%
CBFb-RUNX1 inh	7%	0%	11%	6%	4%	6%
KinaseGlo FLuc	3%	6%	-1%	-2%	-2%	-3%
Lamin A splicing	-20%[46 µM]	-13%	-5%	-5%	u	-5%
IMPase Li inh	4%	40%[activator][38.3 µM]	20%[38.3 µM]	-3%	8%&19%	-10%[38.3 µM]

25	CC(=O)Nc1ccc(OCCC[n+]2cccc(C(=O)[O-])c2)cc1
26	Cc1cccc(OCC(=O)Nc2ccccc2F)c1
27	OCCC1CN(Cc2cnn(-c3ccc(F)cc3)c2)CCN1Cc1ccsc1 (stereo not given)
28	O=C(CCc1ccccn1)NC1CCCc2c1cnn2-c1ccc(F)cc1F (stereo not given)
29	CCC1CCCCN1CC(O)Cn1c2ccccc2n2c(=O)cc(C)c(C#N)c12 (stereo not given)
30	CC(=O)Nc1nc(SCC(=O)NCC2CCCO2)[nH]c(=O)c1NC(=O)c1cccs1 (stereo not given)

Compound	25	26	27	28	29	30
HTT aggregate	-11%	9%[9.22 µM]	13%[9.22 µM]	5%[9.22 µM]	-3%	-3%
HTT cytoprotect	-25%	-8%[10 µM]	6%[10 µM]	13%[10 µM]	11%[10 µM]	-1%
SMN2 splice enh	-11%	x	x	x	-14%	-34%[inhibitor]
CBFb-RUNX1 inh	12%	15%	4%	-4%	-3%	0%
KinaseGlo FLuc	3%	-8%	3%	-1%	1%	-2%
Lamin A splicing	x	9%[46 µM]	u	x	-2%	13%[9.22 µM]
IMPase Li inh	23%	5%	8%	2%	7%	-4%

31	CCN1CCN(C(=O)C2c3cc(OC)c(OC)cc3C(=O)N(C)C2c2ccc(SC)cc2)CC1 (stereo not given)
32	CC(C)(C)C1CCc2c(C(=O)NNC(=O)CCCC(=O)O)csc2C1 (stereo not given)
33	CCOC(=O)c1c(NC(=O)CSc2nnc(-c3c[nH]c4ccccc34)n2CCOC)sc2c1CCCC2
34	O=C(NCC1(c2ccccc2)CCCC1)C(=O)NCC1(c2ccccc2)CCCC1
35	Cc1ccc(NC(=O)c2ccc(CNc3c(N4CCC(C)CC4)c(=O)c3=O)cc2)cc1
36	COc1cc(CN2CCN(c3ccccc3C)CC2)cc([N+](=O)[O-])c1O

Compound	31	32	33	34	35	36
HTT aggregate	-9%	-1%	16%	-18%	12%[9.22 µM]	18%
HTT cytoprotect	13%[10 µM]	x	x	-5%[10 µM]	17%[10 µM]	x
SMN2 splice enh	8%	-5%	-40%[inhibitor]	-5%	x	-27%
CBFb-RUNX1 inh	11%	1%	1%[2.36 µM]	11%	5%	-4%
KinaseGlo FLuc	0%	0%	3%	-7%	x	-1%
Lamin A splicing	4%	-2%	u	-4%	x	9%
IMPase Li inh	6%	2%	4%	-3%	x	6%

37	CCOC(=O)c1ccc(NC(=O)CN2C(=O)CSC(C)C2=O)cc1 (stereo not given)
38	O=C(COC(=O)c1ccccc1[N+](=O)[O-])Nc1cc(S(=O)(=O)N2CCOCC2)ccc1N1CCCC1
39	CC(C)(C)NC(=O)CN(Cc1ccc(F)cc1)C(=O)Cn1nnc(-c2ccc(F)cc2)n1
40	CSC(N)=NCCCC(N)C(=O)O (stereo not given)
41	CC(C)C[C@H](NC(=O)Nc1ccc2c(c1)OCCO2)C(=O)O
42	COC(=O)CN(c1ccc(C)cc1)S(=O)(=O)c1c(C)[nH]c(=O)[nH]c1=O

Compound	37	38	39	40	41	42
HTT aggregate	-3%	2%	x	x	4%[9.22 µM]	2%
HTT cytoprotect	-7%[10 µM]	-18%	x	x	32%[10 µM]	-7%
SMN2 splice enh	-18%	-9%	1%	-3%	x	17%
CBFb-RUNX1 inh	20%	0%	1%	x	2%	-1%
KinaseGlo FLuc	2%	2%	2%	-3%	x	16%
Lamin A splicing	-5%	x	9%[46 µM]	8%	x	-2%
IMPase Li inh	7%	5%	-7%	2%	x	-8%[38.3 µM]

43	CSc1n[nH]c(/N=C/c2oc(O)c3ccccc23)n1
44	Nc1ccc(C(=O)OCC(=O)Nc2ccc([N+](=O)[O-])cc2C(F)(F)F)cc1
45	CCOC(=O)C(NCCCCl)c1ccccc1 (stereo not given)
46	Cc1ccc(N(C(=O)c2nsc(Cl)c2Cl)C(C(=O)NC2CCCC2)c2ccc(O)cc2)cc1C (stereo not given)
47	O=C(Nc1ccccc1C(F)(F)F)N1CCN(C(c2ccccc2)c2ccccc2)CC1
48	COc1ccc(N(CC(=O)N/N=C/c2cccs2)S(=O)(=O)c2ccccc2)cc1
49	CCc1nnc(NC(=O)C(=O)NCCOC(=O)c2ccccc2Cl)s1
50	CCCCNS(=O)(=O)c1ccc2nc(SCC(N)=O)[nH]c2c1
51	O=C(CC1Sc2ccccc2NC1=O)NCc1ccc(Cl)cc1 (stereo not given)

Compound	43	44	45	46	47	48	49	50	51
HTT aggregate	4%	-28%	-3%	u	1%	2%	13%	-1%[9.22 µM]	-9%
HTT cytoprotect	-16%	37%[10 µM]	2%	-7%[10 µM]	-6%	-27%	-52%[inhibitor]	-5%[10 µM]	-51%
SMN2 splice enh	14%	15%	-5%	-4%[1.84 µM]	1%	0%	4%	x	-5%
CBFb-RUNX1 inh	-2%	-3%	3%	-3%	2%	-6%	-6%	3%	28%
KinaseGlo FLuc	-3%	-1%	-5%	0%	0%	-1%	0%	x	0%
Lamin A splicing	x	2%	25%	u	17%	-18%[46 µM]	5%	x	x
IMPase Li inh	-6%	-3%	24%[38.3 µM]	10%	60%[activator][38.3 µM]	8%	-6%[38.3 µM]	x	23%
